APJ agonist – agonists of human APJ apelin receptor. activation, % at 20 µM. CHO-K1 APJ PathHunter beta-arrestin, luminescence; 0% DMSO wells, 100% apelin. P35414. AID 2520. 330,000 compounds, 0.11% hits;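 active = activation more than six SD over the plate average, tested at 20 µM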;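 note: 0% = DMSO alone and 100% = apelin-13 at 10 nM; some results filed as inactive read as strong as hits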
Target sequence (P35414 whole entry, looked up): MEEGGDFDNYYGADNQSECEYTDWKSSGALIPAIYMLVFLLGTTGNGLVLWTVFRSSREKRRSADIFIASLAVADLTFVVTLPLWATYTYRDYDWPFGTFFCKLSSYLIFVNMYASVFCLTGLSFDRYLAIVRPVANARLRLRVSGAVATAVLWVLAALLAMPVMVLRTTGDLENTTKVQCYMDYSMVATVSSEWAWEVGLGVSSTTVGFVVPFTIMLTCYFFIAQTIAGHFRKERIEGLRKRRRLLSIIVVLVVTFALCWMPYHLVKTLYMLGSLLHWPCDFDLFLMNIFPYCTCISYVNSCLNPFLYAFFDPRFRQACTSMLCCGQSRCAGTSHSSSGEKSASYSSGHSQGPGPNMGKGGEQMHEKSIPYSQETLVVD
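Assay system: engineered CHO-K1 APJ arrestin reporter cells; Amount: 1000 CHO-K1 reporter cells seeded per well; Dosing: one dose, 20 µM compound, 1% DMSO; Times: compound stimulation 90 min at 25 °C, detection 60 min; Measured by: luminescent beta-gal fragment complementation, chemiluminescent substrate; Read-out: APJ–arrestin association signal; Controls: DMSO vs Apelin-13 10 nM.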
tim23-1 inh – growth inhibitors of tim23-1 mutant yeast. S. cerevisiae tim23-1 growth, BacTiter-Glo luminescence, 24 h. inhibition, % at 20 µM. 330,000 compounds, 1.3% hits. AID 463212;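 active = growth inhibition of the mutant yeast at or above 50%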;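 note: temperature-sensitive mutant grown at 25 °C; plate controls were DMSO-treated mutant yeast for no effect and medium wells lacking yeast for full effect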
TIM10 inh – TIM10 yeast growth inhibition; S. cerevisiae TIM10 strain growth, BacTiter-Glo luminescence, 24 h; inhibition, % at 10 µM; 330,000 compounds, 1.4% hits;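 active = inhibition of 40% or more at the single tested concentration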;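 note: wild-type TIM10 isogenic control strain grown at permissive 25 °C; 0% = DMSO yeast wells and 100% = minimal medium wells without yeast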
UPR CHOP act – activators of apoptotic arm of unfolded protein response (CHOP); CHO-CHOP luciferase reporter, UPR activation, luminescence; percent of tunicamycin response over DMSO baseline; activation, % at 10 µM; 330,000 compounds, 0.34% hits;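 active = at 10 µM dose, activation of 40% or more, normalized to positive control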;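 note: 100% = tunicamycin at 10 µg/mL and 0% = DMSO alone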
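Assay system: CHO-CHOP cells, stable luciferase reporter of PERK-eIF2a-CHOP signalling / Buffer or medium: F12 plus 10% serum / Compound dosing: one dose, 10 µM in 0.5% DMSO / Times: 6 h compound treatment, 37 °C / Technique: luciferase luminescence / Read-out: % reporter activation, DMSO baseline versus tunicamycin full activation / Benchmarks: tunicamycin and DMSO controls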
XBP1 UPR activ – adaptive UPR (XBP1) activation | CHO-XBP1 luciferase reporter, IRE1-XBP1 UPR activation, luminescence; percent of tunicamycin response, DMSO as zero | activation, % at 20 µM | 330,000 compounds, 0.33% hits | AID 463104;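 active = versus positive control, 20 µM dose yields 30% or more activation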;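 note: 100% = tunicamycin at 10 µg/mL and 0% = DMSO only wells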
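incubation = overnight seeding at 37 °C, 6 h compound treatment at 37 °C | assay system = CHO-XBP1 cells stably carrying IRE1-XBP1-driven luciferase reporter | input = 1000 cells per well | detection = luciferase luminescence | dosing = single point, 20 µM final compound, 1% DMSO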
Mdm2 MdmX PPI – disrupts the human Mdm2-MdmX interaction | O15151+Q00987 | SaOS-2 split-luciferase Mdm2/MdmX complementation, luminescence | inhibition, % at 8 µM | 330,000 compounds, 3% hits;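 active = inhibition of at least 50% at 8 µM in the primary screen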
tim10-1 inh – tim10-1 yeast growth inhibition | AID 463190 | inhibition, % at 20 µM | 330,000 compounds, 2.2% hits | S. cerevisiae tim10-1 ts strain growth, BacTiter-Glo, 24 h;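 active = inhibition of at least 40%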;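 note: mutant grown at 25 °C; 0% = DMSO wells with yeast and 100% = wells holding no yeast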
APJ antag – antagonists of human APJ apelin receptor | inhibition, % at 20 µM | CHO-K1 APJ beta-arrestin complementation, luminescence | AID 2521 | 330,000 compounds, 0.32% hits;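 active = inhibition above about 40% at 20 µM, limit read from the data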;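 note: cells challenged with 10 nM apelin-13 agonist together with compound; plate controls were apelin-13 plus DMSO wells for no effect and DMSO wells lacking apelin-13 for full effect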
CXCR6 block – blocks human CXCR6 beta-arrestin recruitment | inhibition, % at 20 µM | O00574 | 360,000 compounds, 0.36% hits | CHO-K1 PathHunter CXCR6 beta-arrestin, luminescence; in the data active = inhibition above about 34%, passing the limit was not always enough;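 note: antagonist mode with CXCL16 agonist at 10 nM final; 0% = 10 nM CXCL16 with DMSO and 100% = unstimulated wells without agonist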
Target sequence (O00574 whole entry, looked up): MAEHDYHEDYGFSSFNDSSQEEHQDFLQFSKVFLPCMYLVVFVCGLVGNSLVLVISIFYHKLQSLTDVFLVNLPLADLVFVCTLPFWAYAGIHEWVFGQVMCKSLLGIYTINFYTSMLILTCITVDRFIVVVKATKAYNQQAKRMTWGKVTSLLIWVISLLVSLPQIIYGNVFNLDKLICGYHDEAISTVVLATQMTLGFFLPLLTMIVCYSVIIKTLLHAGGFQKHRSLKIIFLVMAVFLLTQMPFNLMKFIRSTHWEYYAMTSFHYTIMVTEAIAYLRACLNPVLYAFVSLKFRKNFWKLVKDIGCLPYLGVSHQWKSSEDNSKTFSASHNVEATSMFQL
* marks the source's active call; other numbers are inactive results. Some of the compounds tested; the hit share may differ from the screen's.

SMILES | APJ agonist | tim23-1 inh | TIM10 inh | UPR CHOP act | XBP1 UPR activ | Mdm2 MdmX PPI | tim10-1 inh | APJ antag | CXCR6 block
N#CC(CO)(Cc1ccc(OC(F)F)cc1)c1nc2ccccc2[nH]1 (stereo not drawn) | -1 | 5 | -5 | 0.9 | 2 | -3 | 0 | -4 | -15
COc1ccc(C)cc1NC(=O)NC1CCCCCCC1 | -8 | 27 | 19 | -0.6 | 0 | 17 | -3 | 9 | 4
CCN(CC)CCNC(=O)C12CC3CC(CC(C3)C1)C2 | -2 | 3 | 10 | -1.1 | 2 | -11 | -2 | 7 | 6
Cc1ccccc1NC(=O)NNC(=O)COc1ccc2ccccc2c1 | -5 | -3 | -9 | 0.0 | -5 | 14 | -23 | 16 | -5
CCOCCCNC(=O)C1CCC(CNS(=O)(=O)c2ccc(F)cc2)CC1 (stereo not drawn) | 2 | 21 | -4 | 1.3 | -3 | 10 | 12 | 10 | -11
C[C@@H](C(=O)Nc1nccs1)N1C(=O)C2CC=CCC2C1=O (stereo partly drawn) | -1 | -2 | -2 | -1.4 | 0 | -24 | -15 | 12 | -6
CNC(=O)C(=O)NCCN1CCN(C(=O)c2ccc([N+](=O)[O-])cc2)CC1 | -5 | -3 | -4 | 0.5 | 3 | -4 | 2 | 0 | 3
CC(=O)N1c2ccc(S(=O)(=O)NCC3CCC(C(=O)Nc4cccc(C)n4)CC3)cc2CC1C (stereo not drawn) | 5 | 18 | 2 | 3.3 | -5 | 22 | 26 | -8 | -4
CCCNC(=S)N1CCN(C)CC1 | 0 | 1 | -16 | -0.2 | 1 | 9 | 5 | -23 | -16
O=C(Nc1cccc(-c2nc3cccnc3s2)c1)c1ccc(Cl)nc1 | -1 | -22 | -35 | 0.8 | 1 | 10 | -14 | -5 | -2
Cc1ccc(C(=O)n2cnnc2N)cc1C | -4 | 13 | -6 | 0.0 | 1 | -21 | 20 | 12 | 3
O=S(=O)(NCc1ccco1)c1cnc(Cl)c(Cl)c1 | -4 | 3 | -40 | -0.5 | -1 | 17 | 5 | -9 | -5
Cc1ccc(S(=O)(=O)Nc2c(C)nn(C)c2C)cc1C | -2 | -4 | -2 | -0.1 | -3 | 6 | -9 | 13 | 5
CCc1cc2c(=O)nc3n(c2s1)Cc1ccccc1/C3=C(/O)c1cccc([N+](=O)[O-])c1 | -6 | 42 | 28 | 3.0 | 2 | 18 | 30 | 14 | 14
Cc1ccc(CCCOC(=O)C[N+]2(C)CCCCC2)cc1 | 1 | 11 | 4 | -0.1 | 5 | -15 | -3 | 1 | -4
CCOC(=O)C[C@H]1c2ccc(C(F)(F)F)cc2S(=O)(=O)N1C(C)C | -8 | 22 | -5 | 0.1 | -1 | -12 | 19 | -48 | -5
CC1(C(=O)N2CCN(c3ccccc3)CC2)CC1(Cl)Cl (stereo not drawn) | -3 | 29 | -12 | -0.3 | -1 | -7 | 13 | -26 | 0
COc1ccc2nc(SCC(=O)NCc3ccc(F)cc3)[nH]c2c1 | 3 | 5 | 14 | 1.2 | -3 | -22 | -2 | 12 | -4
CSc1nc(N)nc(N(C)C)n1 | -4 | -3 | -3 | 0.2 | 1 | -17 | 2 | -20 | 7
O=C(CSc1nnc2ccc(-c3ccccn3)nn12)Nc1ccccc1 | -2 | 16 | 21 | 0.3 | 2 | 26 | 6 | 4 | -5
O=S(=O)(Nc1ccc2c(c1)nc1n2CCN(Cc2ccccc2)C1)c1ccccc1 | 4 | 7 | 6 | -0.2 | -3 | 10 | 5 | 5 | -3
O=c1cc(NC2CCCCCC2)[nH]c(=O)[nH]1 | 0 | 6 | -16 | -2.1 | -2 | 10 | -10 | 11 | -11
Cc1ccc(C)c(OCCCN2CCCC2)c1 | -1 | -11 | -11 | 3.1 | 0 | 9 | 10 | 2 | 2
COC(=O)c1cn(-c2ccc(Cl)cc2)c(=O)c2ccccc12 | -3 | 39 | 25 | -0.4 | 0 | -7 | 44* | 27 | -9
CN(CC(=O)NCc1ccc2c(c1)OCO2)S(=O)(=O)c1ccc(F)cc1 | 2 | -2 | 8 | 0.7 | 21 | 10 | -15 | -10 | 1
Cc1cc(/C=N/NC(=O)C(=O)N2CCCC2)c(C)n1-c1cccc(Br)c1 | -1 | 4 | -38 | 0.5 | -9 | 17 | -4 | -21 | 6
C=C(C)CNC(=S)N/N=C(\C)c1ccc(OC)cc1 | -2 | 37 | 23 | 0.6 | 0 | -3 | 31 | -5 | 0
O=C(COC(=O)c1ccc(Cl)s1)c1ccc[nH]1 | 2 | 8 | 15 | 3.9 | 1 | -3 | 3 | -15 | -3
CN(Cc1cccc(F)c1)C(=O)c1cc(=O)[nH]c2ccccc12 | -3 | -9 | -10 | -1.7 | 3 | 0 | -6 | -23 | 1
CCOc1ccccc1CN1CCNC(=O)C1CC(=O)N(C)CCc1cnn(C)c1 (stereo not drawn) | 1 | -12 | -2 | 2.9 | -5 | 4 | 0 | 17 | 9
COc1ccccc1OCCNC(=O)C1CCCCC1 | -4 | 13 | -3 | -1.0 | -3 | 7 | 6 | 9 | -1
O=C(NCc1ccccn1)Nc1ccccc1 | 1 | 8 | 4 | 1.4 | 0 | 1 | 1 | 1 | 1
CC(C)(C)c1csc(NC(=O)c2cccs2)n1 | 3 | 56* | 36 | 5.4 | 4 | -113 | -14 | 12 | 4
Cc1ccc(C)c(NC(=O)c2ccccc2NC(=O)C2CCCO2)c1 (stereo not drawn) | -1 | 10 | 18 | -2.3 | -3 | -13 | 20 | 2 | 4
CCOC(=O)c1c(C=O)c2sc(C)cc2n1C | -4 | 53* | -7 | 3.9 | 4 | -20 | -1 | 4 | 1
Cc1ccc(C)n1-c1ccc(C(=O)NCc2ccncc2)cc1 | 0 | 10 | -9 | 1.9 | 7 | 22 | -14 | -15 | -1
Cc1ccc(C(=O)NCC(=O)N2CCN(c3ncccn3)CC2)s1 | -1 | -9 | -20 | -0.9 | 0 | -14 | -4 | -12 | -7
Cc1[nH]c(=O)[nH]c(=O)c1CSCC(=O)OCC(=O)Nc1ccccn1 | -8 | -14 | -2 | 0.7 | -1 | -11 | -7 | 1 | 2
COc1ccc(C2=NS(=O)(=O)N(C)C(C(=O)Nc3cc(C)ccc3O)=C2)cc1OC | 0 | -6 | 6 | 2.7 | -3 | 8 | -9 | -8 | 3
COc1cccc(Oc2cnc(N)nc2-c2ccc(OC)cc2O)c1 | -10 | 14 | 6 | -0.2 | 4 | 40 | 35 | -7 | 0
CCNc1cccc2c1C(=O)N(C)C2=O | -5 | 0 | -9 | 0.3 | 1 | 20 | -27 | 5 | -1
Cc1cccc(NC(=S)N2CCC(c3nc4ccccc4s3)CC2)c1 | -1 | 48 | 38 | -2.3 | -3 | 11 | 47* | 7 | -4
CCCCn1c(SCC(=O)N2CCOCC2)nnc1-c1ccoc1C | 1 | 7 | 4 | -1.0 | -2 | -23 | -14 | 9 | -4
CC(=O)c1c(N2CCOCC2)nc2ccc(Cl)cc2c1-c1ccccc1 | -1 | 28 | 25 | -0.1 | 4 | 21 | 18 | 18 | 1
Cc1cc(C)n(Cc2ccc(C(=O)NN)o2)n1 | 0 | 12 | 11 | -0.7 | -1 | 1 | 0 | 4 | -3
COc1ccc2oc(C(=O)OCC(=O)N(C)Cc3ccccc3)c(C)c2c1 | -3 | 16 | -1 | 2.2 | -1 | -11 | -3 | -44 | -10
Cc1ccc(C(=O)NCCCNCCCN(C)C)cn1 | -2 | -31 | -10 | 0.2 | 0 | 11 | -2 | 4 | 0
Cc1ccc(C(=O)N/N=C2\CC3CC=CC23)c(C)c1 (stereo not drawn) | -3 | 0 | 6 | 0.5 | -6 | 12 | 12 | -8 | 2
CN1c2cccc3cccc(c23)N(C)C1c1cccs1 | -1 | 13 | 28 | 0.6 | 0 | 1 | 15 | -15 | -2
CC(C)Cn1c(=S)[nH]c2cc(Cl)ccc21 | 3 | 49 | 50* | -0.8 | -2 | 6 | 43* | 5 | 6
Cc1cccc(CN2CCN(Cc3nc4c(s3)CCCC4)CC2CCO)n1 (stereo not drawn) | -3 | 10 | 6 | -2.8 | 0 | 3 | 21 | -6 | 3
CCCCCCCCCc1nc2sc3c(c2c(=O)n1NC(=O)c1ccccc1[N+](=O)[O-])CC(C)(C)OC3 | 1 | 16 | 22 | 0.0 | -2 | -7 | 19 | 11 | 0
CC(=O)N1CCN(S(=O)(=O)c2cccc(C(=O)OCC(=O)N3CC(=O)Nc4ccccc43)c2)CC1 | -3 | -2 | -6 | -0.7 | 1 | 16 | -6 | 5 | -3
O=C(c1ncc[nH]1)c1ccccc1Cl | -1 | -1 | 9 | 4.3 | -4 | -13 | -16 | 9 | 2
O=C1NN(c2ccccc2)C(=O)C2C1C1C=CC2C12CC2 (stereo not drawn) | -3 | 9 | 5 | 2.0 | -3 | -1 | 0 | 0 | -3
CCN(CC)CCN(C(=O)c1cc2ccccc2cc1OC)c1nc2ccc(F)cc2s1 | -5 | 43 | 25 | 0.5 | -3 | 29 | 57* | 14 | 4
O=C(NCC1CCCO1)C1CCN(C2CCN(Cc3ccco3)CC2)CC1 (stereo not drawn) | -2 | 4 | -4 | -2.2 | 1 | -10 | 7 | 1 | -2
CC(=O)c1ccc(S(=O)(=O)N(C)C(C)CCc2ccco2)cc1 (stereo not drawn) | 2 | 22 | -1 | 1.3 | -4 | -2 | 33 | 4 | 1
Cc1cc(C)c2cc(C#N)c(SCC(=O)NCc3ccco3)nc2c1 | 3 | 16 | 10 | 7.1 | 0 | 13 | 22 | 13 | 7
CC(C)(C)OC(=O)CNC(=O)c1nc[nH]c1C(=O)N1CCc2ccccc2C1 | 4 | 6 | 1 | -1.5 | 2 | 12 | 4 | -2 | 0
COc1cccc(F)c1C(C[N+](=O)[O-])c1c(N)n(C)c(=O)n(C)c1=O (stereo not drawn) | -4 | 82* | 46* | 21 | -8 | 95* | 54* | 31 | 3
N#Cc1ccccc1CSc1ccccn1 | -5 | 12 | 10 | -0.4 | 3 | 21 | 13 | 17 | -7
O=C(Nc1ccc(N2CCOCC2)c(S(=O)(=O)Nc2ccc(Cl)cc2)c1)c1cnccn1 | -4 | 24 | 11 | 0.7 | 0 | -22 | -1 | -6 | 6

Molecules above containing a cyano group (three):
SMILES | APJ agonist | tim23-1 inh | TIM10 inh | UPR CHOP act | XBP1 UPR activ | Mdm2 MdmX PPI | tim10-1 inh | APJ antag | CXCR6 block
N#CC(CO)(Cc1ccc(OC(F)F)cc1)c1nc2ccccc2[nH]1 (stereo not drawn) | -1 | 5 | -5 | 0.9 | 2 | -3 | 0 | -4 | -15
Cc1cc(C)c2cc(C#N)c(SCC(=O)NCc3ccco3)nc2c1 | 3 | 16 | 10 | 7.1 | 0 | 13 | 22 | 13 | 7
N#Cc1ccccc1CSc1ccccn1 | -5 | 12 | 10 | -0.4 | 3 | 21 | 13 | 17 | -7
